mouse EphA4 binding: EphA4 ligand-binding antagonists – biochemical, colorimetric, mouse EphA4, primary screen (AID 689) | EphA4-AP binding to KYL peptide, pNPP A405; higher % means a stronger effect | inhibition, % at 10 µM; hits with a dose series show IC50 in µM | hit rate 0.1% among 62,000; in the data active = a potency from the dose series; inactive = the rest, 99 in 100 with inhibition below about 22%
* = called active by the depositor; & = joins results of further samples.

Nc1sc2c(c1C(=O)c1ccccc1)CCCC2 was read as mouse EphA4 binding 4%.
CS(=O)(=O)N(CC(=O)N1CCCCC1)C1CCCCC1 was read as mouse EphA4 binding -6%.
CCc1nc(N)nc2c1C(=O)CC(C)(C)C2 was read as mouse EphA4 binding -5%.
For CCN(CC)Cc1csc2ccc(Br)cc12 the results were mouse EphA4 binding -9%.
For O=C(COc1ccccc1[N+](=O)[O-])Nc1ccc(Cl)cc1Cl the results were mouse EphA4 binding -9%.
Screening N/C(=N\OC(=O)COc1ccc2ccccc2c1)c1ccc([N+](=O)[O-])cc1 returned mouse EphA4 binding -6%.
For CCOc1cc(C#N)c(NC(=O)c2ccco2)cc1OCC the results were mouse EphA4 binding 4%.
For Cc1ccc(S(=O)(=O)N2CCN(S(=O)(=O)c3ccc(C)cc3)C3OCCOC32)cc1 (configuration not stated) the results were mouse EphA4 binding -5%.
COc1ccc(CNCC(O)(c2ccc(Cl)cc2)c2ccc(Cl)cc2)cc1 was read as mouse EphA4 binding 1%.
Screening COC(=O)c1cc(F)c(-n2cncn2)c(F)c1 returned mouse EphA4 binding -10%.
`COc1cc(NC(=O)Cc2c(C(=O)O)[nH]c3ccccc23)cc(OC)c1OC` gave mouse EphA4 binding -3%.
CCC(C)(C)NC(=O)C(c1cccs1)N(CC1CCCO1)C(=O)Cn1nnc2ccccc21 (configuration not stated) was read as mouse EphA4 binding -7%.
`CN1Cc2cc(C(=O)c3ccccc3O)cnc2NC1=O` gave mouse EphA4 binding -14%.
For COc1cccc(CNCC(O)(c2ccc(Cl)cc2)c2ccc(Cl)cc2)c1 the results were mouse EphA4 binding 2%.
CCCc1nnc(SCC(=O)N2CCCCC2)n1CCCOC was read as mouse EphA4 binding 6%.
Screening CCNC(=O)c1sc(=S)n(-c2ccc(C)cc2)c1N returned mouse EphA4 binding 2%.
Screening O=C(c1cc(-c2cccs2)on1)N1CCCCC1 returned mouse EphA4 binding 9%.
`CCOC(=O)CNS(=O)(=O)c1cc(-c2n[nH]c(=O)c3ccccc23)ccc1C` gave mouse EphA4 binding 13%.
O=C(NCc1ccco1)c1cc(-c2cccs2)on1 was read as mouse EphA4 binding 4%.
Screening CO/N=C(/CS(=O)Cc1ccccc1Cl)c1ccc(Cl)cc1Cl (configuration not stated) returned mouse EphA4 binding -10%.
For O=C(NCCOc1ccccc1)c1ccccc1 the results were mouse EphA4 binding 1%.
`CCCCC1OC23CCCCC2C(C#N)(C(=N)O3)C1(C#N)C#N` (configuration not stated) gave mouse EphA4 binding -11%.
`O=C(Cn1cnc2c(nnn2Cc2ccccc2F)c1=O)OCc1ccccc1` gave mouse EphA4 binding 10%.
Screening Cc1ccc(N(CC(=O)N2CCn3c2nc2ccccc23)S(=O)(=O)c2c(C)n[nH]c2C)cc1 returned mouse EphA4 binding -5%.
`CCOc1ccc(-c2nnc(NC(=O)Nc3ccccc3)s2)cc1` gave mouse EphA4 binding -13%.
`COc1ccc(-c2cc(C(F)(F)F)n3nc(C(=O)N4CCOCC4)c(Cl)c3n2)cc1` gave mouse EphA4 binding -10%.
Cc1cc([N+](=O)[O-])nn1CC(=O)NCc1cccs1 was read as mouse EphA4 binding -12%.
`CCOC(=O)C1=C(C)NC2(O)c3ccccc3C(=O)C12O` (configuration not stated) gave mouse EphA4 binding 4%.
Cc1cc(C)c2c(C)nn(-c3ccccc3)c2n1 was read as mouse EphA4 binding 13%.
CC(=O)c1cc(C(=O)Nc2ccc3ccccc3c2)c(C)o1 was read as mouse EphA4 binding -11%.
C=CCNC(=O)c1ccc(-c2ccc([N+](=O)[O-])cc2)o1 was read as mouse EphA4 binding 6%.
Cc1ccc(C(=O)N2CCN(C3c4cccc5cccc(c45)C3NS(=O)(=O)c3ccccc3)CC2)cc1 (configuration not stated) was read as mouse EphA4 binding -1%.
`CCCc1cc(=O)oc2cc(OCc3nn[nH]n3)ccc12` gave mouse EphA4 binding -24%.
N=c1n(CCOc2ccccc2)c2ccccc2n1CCN1CCOCC1 was read as mouse EphA4 binding -8%.
Screening CCOC(=O)N1CCN(c2c(NCCCN(C)c3ccccc3)c(=O)c2=O)CC1 returned mouse EphA4 binding 3%.
For O=C1NN(c2ccc(Cl)cc2)C(=O)/C1=C\c1ccc(O)c(O)c1 the results were mouse EphA4 binding 7%.
Screening CCCCCn1c(=O)[nH]c2cc(C(=O)NCCCN3CCC(C)CC3)ccc2c1=O returned mouse EphA4 binding -17%.
Screening c1ccc(CN2c3ccccc3-c3nc4ccccc4n3C2c2ccccn2)cc1 (configuration not stated) returned mouse EphA4 binding -12%.
COC(=O)c1cc(Br)c(=O)n(CCc2ccc(O)cc2)c1 was read as mouse EphA4 binding -6%.
Cn1c(=O)c2nc(-c3ccccc3)oc2c2ccccc21 was read as mouse EphA4 binding -15%.
For CCOC(=O)Cc1cc(=O)n(-c2nc3ccccc3s2)[nH]1 the results were mouse EphA4 binding -4%.
For Cc1ccc(N=N/C(=C\O)C(=O)c2ccncc2)cc1 the results were mouse EphA4 binding -1%.
`Cc1cccc(C(=O)Nc2cccc(NC(=O)COc3ccccc3Cl)c2)c1` gave mouse EphA4 binding 2%.
Screening CCc1nc(OCCN(CC)CC)c2oc3ccccc3c2n1 returned mouse EphA4 binding -17%.
For Cc1cccc(-n2nnnc2SCC(=O)NCCN2C(=O)CSC2=O)c1 the results were mouse EphA4 binding -5%.
Screening O=C(Nc1ccc(Nc2ccccc2)cc1)c1ccccc1[N+](=O)[O-] returned mouse EphA4 binding -20%.
`CCOc1cccc(C(=O)Nc2ccc(I)cc2Cl)c1` gave mouse EphA4 binding 15%.
Screening O=c1oc2cc(Cl)ccc2n1CSc1nc2ccccc2s1 returned mouse EphA4 binding -3%.
`Cc1nn(-c2ccc(C(=O)O)cc2)c(=O)c2ccccc12` gave mouse EphA4 binding 23%.
For Cc1cccc2c1nc(-c1ccccc1)n1nnnc21 the results were mouse EphA4 binding -4%.
Screening CCCOc1nc2c(c(=O)n(C)c(=O)n2C)n1CCC returned mouse EphA4 binding -4%.
`CN1CCN(S(=O)(=O)c2cc(Cl)ccc2Br)CC1` gave mouse EphA4 binding -2%.
CCc1ccc(NC(=O)C2CC(=O)N(c3ccc(CC)cc3)C2)cc1 (configuration not stated) was read as mouse EphA4 binding 0%.
Screening C=CCNC1=C(Cl)C(=O)N(c2ccc(C)cc2C)C1=O returned mouse EphA4 binding 8%.
CCOc1cc2c(cc1OCC)C(C(=O)O)C(c1ccc(OC)c(O)c1)N(C)C2=O (configuration not stated) was read as mouse EphA4 binding -8%.
O=C(O)C(Cc1c[nH]c2ccccc12)NS(=O)(=O)c1ccccc1[N+](=O)[O-] (configuration not stated) was read as mouse EphA4 binding -5%.
Screening CC(=O)Nc1n[nH]c(-c2ccc(C)cc2)c1C returned mouse EphA4 binding -5%.
Screening N#CCC(=O)Nc1ccccc1C(=O)O returned mouse EphA4 binding -3%.
Cc1ccc(OCC(=O)c2cc(C)c(C)cc2C)c([N+](=O)[O-])n1 was read as mouse EphA4 binding 4%.
For Cc1nc2c(C)cccn2c1C(=O)c1ccccc1 the results were mouse EphA4 binding 0%.
Screening Clc1cccc(Cl)c1CSc1nnc(-c2sccc2-n2cccc2)o1 returned mouse EphA4 binding 1%.
`Cc1c(NC(=O)CC(=O)Nc2c(C)n(C)n(-c3ccccc3)c2=O)c(=O)n(-c2ccccc2)n1C` gave mouse EphA4 binding 0%.
For Cc1ccccc1NC(=O)C(=O)NCc1ccc2c(c1)OCO2 the results were mouse EphA4 binding -3%.
`Clc1cc(Cl)c2nc(N3CCCCC3)sc2c1` gave mouse EphA4 binding -18%.
`O=C(CC1S/C(=N\N=C\c2cccc(O)c2)NC1=O)Nc1ccc(Cl)c(Cl)c1` (configuration not stated) gave mouse EphA4 binding 1%.
Screening O=C(Nc1ccc(Cl)cn1)c1cccc(OCc2ccccc2)c1 returned mouse EphA4 binding -2%.
O=C(Nc1ccccn1)c1ccco1 was read as mouse EphA4 binding -12%.
COc1cccc(NC(=O)C(=O)NCc2cccnc2)c1 was read as mouse EphA4 binding 2%.
`CCCCCCCC(=O)NNC(=O)c1ccc([N+](=O)[O-])cc1` gave mouse EphA4 binding -6%.
COC(=O)CNc1n[nH]c(=S)[nH]c1=O was read as mouse EphA4 binding -13%.
For Clc1ccc(Cn2ccc(-c3ccc4c(c3)OCO4)n2)cc1Cl the results were mouse EphA4 binding -6%.
COc1ccc(Cn2nnnc2C(CC(C)C)N2CCN(c3ccccc3)CC2)cc1 (configuration not stated) was read as mouse EphA4 binding 5%.
Screening COc1ccc(N(CC(=O)NCc2ccccn2)S(=O)(=O)c2ccccc2[N+](=O)[O-])c(OC)c1 returned mouse EphA4 binding 0%.
`CCOC(=O)C(CC(C)C)CP(=O)(O)CNC(=O)OCc1ccccc1` (configuration not stated) gave mouse EphA4 binding -15%.
Screening O=C(NCCOc1ccc(F)cc1)c1ccccc1-c1ccccc1 returned mouse EphA4 binding 0%.
CCCCCn1c(CCC(=O)Oc2ccccc2OC)nc2c1c(=O)[nH]c(=O)n2CCCC was read as mouse EphA4 binding -6%.
CC(C)CN(CC(C)C)S(=O)(=O)c1ccc(C(=O)N2CCOCC2)cc1 was read as mouse EphA4 binding -1%.
For Cc1nn(-c2ccccn2)c2nc(-c3cccs3)cc(C(=O)NCc3ccco3)c12 the results were mouse EphA4 binding 7%.
`O=S(=O)(c1cnccc1N1CCN(/N=C/c2ccc(Br)cc2)CC1)N1CCCCC1` gave mouse EphA4 binding -1%.
Screening Cc1ccc2sc3ccc(NC(=O)c4ccccc4Cl)cc3c(=O)c2c1 returned mouse EphA4 binding 39%.
COc1ccccc1C1/C(=C(/O)c2ccccc2)C(=O)C(=O)N1CC(C)O (configuration not stated) was read as mouse EphA4 binding -13%.
For COc1ccc(S(=O)(=O)Nc2ccc3c(c2)OCO3)cc1C(=O)O the results were mouse EphA4 binding 14%.
O=C(NCc1ccccn1)c1ccc(CS(=O)(=O)Cc2ccc(Cl)cc2)o1 was read as mouse EphA4 binding -10%.
`N/C(=N\OC(=O)Cc1ccc(Cl)cc1)c1ccccn1` gave mouse EphA4 binding -6%.
C/C(=N\OC(=O)c1ccccc1)c1cc(-c2ccc(Cl)cc2)no1 was read as mouse EphA4 binding -19%.
Screening COC(=O)c1c(C)oc2ccc(OC(C)C(=O)O)cc12 (configuration not stated) returned mouse EphA4 binding 14%.
Screening Cc1ccc(NC(=O)c2cc(-c3ccco3)on2)cc1C returned mouse EphA4 binding 1%.
For CC1=Nc2ccccc2/C1=C/c1sc(=O)n(CC(=O)N2CCCC2)c1O the results were mouse EphA4 binding -8%.
`COC(=O)c1ccccc1N(Cc1ccccc1)S(=O)(=O)c1ccccc1` gave mouse EphA4 binding -5%.
Screening O=C1CC(c2cccc([N+](=O)[O-])c2)c2ccc3ccccc3c2N1 (configuration not stated) returned mouse EphA4 binding -11%.
COc1ccc(S(=O)(=O)N2CCC(N3CCN(c4ccccc4)CC3)CC2)cc1 was read as mouse EphA4 binding -4%.
For CC(Sc1ccc2ccccc2n1)C(=O)O (configuration not stated) the results were mouse EphA4 binding -4%&-6%.
CCCCCCCCC/C(=N\O)c1ccccn1 was read as mouse EphA4 binding 3%.
`O=C(NCCc1ccccc1F)C(=O)Nc1nccs1` gave mouse EphA4 binding -1%&-10%.
`CCOc1ccc(NC(=O)N(CC(C)C)CC(C)C)cc1` gave mouse EphA4 binding -21%.
`COc1ccc(NC(C)=O)cc1NC(=O)CN1CCN(S(=O)(=O)c2ccc(C(C)C)cc2)CC1` gave mouse EphA4 binding -9%.
`CCOc1ccc(-c2nnc(SCc3nnc(-c4ccccc4)o3)n2-c2ccccc2F)cc1` gave mouse EphA4 binding 7%.
`S=C(Nc1ccccc1)Nc1ccccc1NC(=S)Nc1ccccc1` gave mouse EphA4 binding -7%.
For O=C(CC12CC3CC(CC(C3)C1)C2)NCO the results were mouse EphA4 binding 4%.
Screening COc1ccc(-c2ccc(SCC(=O)NCc3ccco3)nn2)cc1 returned mouse EphA4 binding -3%.
`CC1(C(=O)O)Cc2ccccc2C(=O)O1` (configuration not stated) gave mouse EphA4 binding -3%.
`O=C1CC(c2ccc(F)cc2)Cc2nc(NCC3CCCO3)ncc21` (configuration not stated) gave mouse EphA4 binding -15%.
For COc1ccc(/C=C/C(=O)c2cccc([N+](=O)[O-])c2)cc1 the results were mouse EphA4 binding -2%.
Clc1ccccc1-c1nn2c(Cn3cnc4ccccc43)nnc2s1 was read as mouse EphA4 binding -2%.

Among those listed so far, 11 contain a nitro group on carbon.
For O=C(COc1ccccc1[N+](=O)[O-])Nc1ccc(Cl)cc1Cl the results were mouse EphA4 binding -9%.
Screening N/C(=N\OC(=O)COc1ccc2ccccc2c1)c1ccc([N+](=O)[O-])cc1 returned mouse EphA4 binding -6%.
Cc1cc([N+](=O)[O-])nn1CC(=O)NCc1cccs1 was read as mouse EphA4 binding -12%.
C=CCNC(=O)c1ccc(-c2ccc([N+](=O)[O-])cc2)o1 was read as mouse EphA4 binding 6%.
Screening O=C(Nc1ccc(Nc2ccccc2)cc1)c1ccccc1[N+](=O)[O-] returned mouse EphA4 binding -20%.
O=C(O)C(Cc1c[nH]c2ccccc12)NS(=O)(=O)c1ccccc1[N+](=O)[O-] (configuration not stated) was read as mouse EphA4 binding -5%.
Cc1ccc(OCC(=O)c2cc(C)c(C)cc2C)c([N+](=O)[O-])n1 was read as mouse EphA4 binding 4%.
`CCCCCCCC(=O)NNC(=O)c1ccc([N+](=O)[O-])cc1` gave mouse EphA4 binding -6%.
Screening COc1ccc(N(CC(=O)NCc2ccccn2)S(=O)(=O)c2ccccc2[N+](=O)[O-])c(OC)c1 returned mouse EphA4 binding 0%.
Screening O=C1CC(c2cccc([N+](=O)[O-])c2)c2ccc3ccccc3c2N1 (configuration not stated) returned mouse EphA4 binding -11%.
For COc1ccc(/C=C/C(=O)c2cccc([N+](=O)[O-])c2)cc1 the results were mouse EphA4 binding -2%.

Assay outcomes deposited in PubChem by Sanford-Burnham Center for Chemical Genomics.

Some of the compounds tested; rates above refer to the full screens.
